p53 reactivator = restores transcriptional activity of mutant p53; H1299 p53-A138V BP100-luciferase reporter, luminescence, 24 h; Potency, µM (titrated, usually from 92.2 µM), for inactives: at the highest dose activity change, positive = activation, actives largely listed as activators; 320,000 compounds, 0.063% hits; AID 504706; note: potency is the fitted concentration of half-maximal effect; % of control where 0% means no effect; nearly all actives have a fitted effect of over 45% in size
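H1299 (p53-null), stable ts p53-A138V + BP100-Luc; 1000 cells/well, Opti-MEM/10% FBS; cpd 4 pt, 1:5; 24 h, 37 deg C, 5% CO2; detection reagent 10 min RT; luminescence.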
TCR activator = T cell receptor activation; primary human leukocytes, anti-CD3, IL-2 HTRF, 48 h; Potency, µM (highest dose often 9.22 µM), for the others: at the top dose activation of IL-2 secretion, most hits filed as activators; 330,000 tested, under 10 active; note: % of control where 0% means no effect
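Primary human leukocytes receive a-CD3 beads and test compound and are incubated 48 hr. Secreted IL-2 is then assayed by HTRF, measuring 665nm acceptor emission after 320nm excitation of the europium donor.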
Integrin act MD = activators of alpha7 integrin expression for muscular dystrophy; AID 624291; Potency, µM (doses to about 38.3 µM), for the others: top-dose activation, most hits filed as activators; 350,000 compounds, 0.064% hits; alpha7betagal myoblasts, beta-gal FDG fluorescence, 48 h;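 note: potency is the fitted concentration of half-maximal effect; 100% = response of the positive control SU9516; nearly all actives have a fitted effect of over 60% in size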
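Alpha7betagal+/- myoblasts (passage 13) were plated 16-24 hr, then exposed to compounds (1:260 dilution of DMSO stock) for 48 hours at 37C. After MPER lysis, β-galactosidase reporter activity was read as FDG fluorescence (ex 480/em 540) after 30 minutes.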
A-T KAP1 phos = potential ataxia-telangiectasia treatment; Potency, µM (doses to about 57.5 µM), for inactives: at the top dose activation, usual class: activators; 320,000 compounds, 0.19% hits; […] A-T fibroblasts, KAP-1 phosphorylation AlphaLISA; neocarzinostatin DNA damage 30 min before lysis; note: potency is the fitted concentration of half-maximal effect; % of control where 0% means no effect; nearly all actives have a fitted effect of over 45% in size
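hTERT-immortalized A-T patient fibroblasts ([…]), 500 cells/well in OPTI-MEM, 1% FBS, got compounds for 60 min, then NCS for 30 min at 37C. Lysates were then assayed for phospho-KAP-1 by AlphaLISA (anti-pKAP1 donor, anti-KAP1 acceptor beads), 6 hr at 25C.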
BRCA1 expr act = BRCA1 expression activation. MCF7-BRCA1-FFLuc reporter, luminescence, 48 h; response scale: scaled: vehicle 0%, 10 µM genistein 100%. Potency, µM (highest dose often 46.1 µM), for inactives: at the highest dose activation, hits mostly activators. 380,000 compounds, 1.1% hits; note: potency is the fitted concentration of half-maximal effect; nearly all actives have a fitted effect of over 80% in size; some results filed as inactive show a strong effect at the top dose
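Using MCF7 cells harboring a BRCA1 firefly luciferase reporter, plated 2 h before compound pinning, the screen measured luminescence after 48 h incubation. Responses were normalized to DMSO and 10 microM genistein, then fitted for concentration-effect.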
TSG101-PTAP inh = blocks PTAP/TSG101 interaction to inhibit HIV-1 budding | AID 493005 | Potency, µM (doses to about 115 µM), for the others: top-dose activity change, negative = inhibition, hits mostly inhibitors | Q99816 | Fluorescence polarization, FITC-PTAP peptide / Tsg101 binding | 340,000 tested, under 10 active; active = well fitted inhibition curve with a large enough effect in the main read-out, with a control signal flat, not every such curve was filed as active; inconclusive = small, poorly fitted or top-dose-only effect, or effect the other way, or a change in a side signal; inactive = no such curve, though single readings can be large or run the other way; note: potency is the fitted concentration of half-maximal effect; % of control where 0% means no effect
Target sequence (Q99816 whole entry, looked up): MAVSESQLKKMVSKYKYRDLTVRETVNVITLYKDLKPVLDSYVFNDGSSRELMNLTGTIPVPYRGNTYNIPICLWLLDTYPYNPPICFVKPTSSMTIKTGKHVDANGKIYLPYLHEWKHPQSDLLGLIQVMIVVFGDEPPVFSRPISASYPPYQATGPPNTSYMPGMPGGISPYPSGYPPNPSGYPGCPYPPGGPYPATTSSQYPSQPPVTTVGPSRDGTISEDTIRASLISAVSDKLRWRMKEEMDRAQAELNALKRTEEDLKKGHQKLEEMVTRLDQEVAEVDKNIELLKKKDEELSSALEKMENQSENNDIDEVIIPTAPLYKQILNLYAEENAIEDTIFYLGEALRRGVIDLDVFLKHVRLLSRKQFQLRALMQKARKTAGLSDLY
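FP read-out: FITC-PTAP peptide, 50 nM final, binding Tsg101 binding domain, 10 uM final; 20 min, r.t.; 10 mM HEPES pH 7.5, 0.15 M NaCl, 0.01% Tween 20, 3 mM EDTA, 0.1 mM TCEP.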
B2AR arrestin = recruits beta-arrestin to the human beta2-adrenergic receptor; 330,000 compounds, 0.02% hits; P07550; Potency, µM (titrated, usually from 46.1 µM), for inactives: at the highest dose activation, actives largely listed as activators; beta-arrestin recruitment to beta2AR, cell-based reporter;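 note: potency is the fitted concentration of half-maximal effect; 0% = DMSO controls and full agonism = EC100 isoproterenol or metaproterenol; nearly all actives have a fitted effect of over 65% in size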
Target sequence (P07550 whole entry, looked up): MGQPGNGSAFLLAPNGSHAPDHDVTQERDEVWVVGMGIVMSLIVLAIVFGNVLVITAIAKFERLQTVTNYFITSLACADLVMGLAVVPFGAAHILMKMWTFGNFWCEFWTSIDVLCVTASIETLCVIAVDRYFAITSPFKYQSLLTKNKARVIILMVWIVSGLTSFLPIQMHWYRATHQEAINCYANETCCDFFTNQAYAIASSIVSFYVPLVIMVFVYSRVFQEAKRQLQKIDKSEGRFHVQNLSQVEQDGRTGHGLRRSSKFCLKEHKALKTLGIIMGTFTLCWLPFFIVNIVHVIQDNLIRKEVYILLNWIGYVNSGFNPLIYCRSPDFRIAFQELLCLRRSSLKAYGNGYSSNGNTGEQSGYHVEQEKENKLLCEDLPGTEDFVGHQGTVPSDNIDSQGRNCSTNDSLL
TRPV1 agonist = agonists of human vanilloid receptor 1 (TRPV1); TRPV1-expressing cells, Fluo-8 calcium influx, agonist mode; activation, % at 8.33 µM; 320,000 compounds, 0.19% hits; in the data active = activation above about 80%; inconclusive = between about 30% and that limit; note: 0% is about no effect
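Fluo-8 calcium influx in TRPV1-expressing cells, kinetic read (ex 480/em 520 nm). Compound added and read 3 min for agonist activity, followed by capsaicin at EC20 final and 2 min further read for enhancement.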
ELG1 DNA repair = blocks ELG1-dependent DNA repair in HEK293T cells; HEK293T ELG1-luciferase reporter, luminescence, 16 h; DNA damage induced by 5-fluorouridine; Potency, µM (doses to about 46.1 µM), without a hit: at the highest dose activity change, negative = inhibition, most hits filed as inhibitors; 330,000 compounds, 2.3% hits; AID 504467; note: potency is the fitted concentration of half-maximal effect; % is set by controls: 0 for no effect and ±100 for the full control effect; nearly all actives have a fitted effect of over 55% in size
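5-Fluorouridine DNA damage + compound/DMSO, 2,000 cells/well, 16 h, 37 °C/5% CO2. ONE-Glo, 30 min RT, luminescence. Readout = decrease in reporter signal.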
CXXC DNA block = blocks binding of human MLL CXXC domain to DNA | Potency, µM (doses to about 115 µM), for the others: at the top dose activity change, negative = inhibition, most hits filed as inhibitors | MLL-CXXC / FITC-HOXA9 DNA fluorescence polarization | 290,000 compounds, 0.037% hits | Q03164; active = well fitted inhibition curve with a large enough effect in the polarisation, with a control signal flat, not every such curve was filed as active; inconclusive = small, poorly fitted or top-dose-only effect, or effect the other way, or a change in a side signal; inactive = no such curve, though single readings can be large or run the other way; the % refers to the polarisation; note: potency is the fitted concentration of half-maximal effect
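Steps: dispense CXXC domain solution (7 uM) → pin compounds or unlabeled HOX-A9 DNA control → 5 min ambient → add FLSN-HOX-A9 solution (50 nM) → spin → 30 min ambient → fluorescence polarization. Tris pH 7.5/NaCl/DTT/BSA buffer.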
The depositor's hits bear a star; u = inconclusive; x = not tested or not shown; [ ] = another dose, or the depositor's remark. Unless noted, calls come from the whole dose curve; as a rule, active = well fitted curve in the direction sought with a large enough effect; inconclusive = small, poorly fitted or top-dose-only effect, or another doubt; inactive = no such curve, though single readings can be large; an effect the other way counts as inactive or inconclusive. Hits appear at their usual frequency; overall some 3.8% were active at least once.

SMILES | p53 reactivator | TCR activator | Integrin act MD | A-T KAP1 phos | BRCA1 expr act | TSG101-PTAP inh | B2AR arrestin | TRPV1 agonist | ELG1 DNA repair | CXXC DNA block
COCCCn1c(C(=O)NCCN2CCOCC2)cc2c(=O)n3cccc(C)c3nc21 | -10.5% | 5.7% | 15.1% | 3.8% | -6.1% | -2.1% | -0.1% | 0.9 | -15.5% | -2.1%
CCOC(=O)N1CCC(NC(=O)C2CCN(S(=O)(=O)c3c(C)noc3C)CC2)CC1 | -1.1% | 1.9% | 10.2% | 8.7% | -19.5% | -2.5% | -0.2% | -3.0 | -9.3% | 1.5%
O=C(Cc1nc2ccccc2[nH]1)c1ccc(Br)cc1 | 9.9% | 12.0% | -6.8% | 5.8% | 58.3% | 0.3% | -1.0% | 16.6 | u | -1.1%
O=C(COC(=O)c1cccc(S(=O)(=O)N2CCN(c3ccccc3)CC2)c1)NCc1ccco1 | 14.7% | 6.5% | -26.3% | -6.8% | -11.2% | -0.7% | -1.2% | -1.3 | -11.1% | 8.2%
CCCCNc1c(N)n(CCCC)c(=O)[nH]c1=O | -5.9% | 0.6%[46.1 µM] | x | 9.5% | x | x | -0.6% | -1.6 | 0.0% | -1.1%
CC(C)n1nc(C(=O)OCC(=O)N(C)C2CCS(=O)(=O)C2)c2ccccc2c1=O (configuration not stated) | -2.5% | -1.5% | 7.6% | 6.8% | 0.5% | -2.4% | 0.1% | -0.8 | -0.8% | -11.6%
CC1=NN(C(=O)c2ccc(Cn3ccc([N+](=O)[O-])n3)cc2)C(O)(C(F)(F)F)C1 (configuration not stated) | -2.9% | 3.1%[46.1 µM] | 0.5% | -14.8% | 0.2% | -6.4% | -0.2% | -1.7 | -4.1% | 1.6%
CCN(C(=O)CSc1ncnc2sc(C)c(C)c12)C1CCS(=O)(=O)C1 (configuration not stated) | -2.2% | 5.1% | -22.3% | -2.9% | -25.7% | -2.7% | -0.2% | 3.3 | u | -9.2%
O=C(COC(=O)Cc1ccccc1F)Nc1ccc2[nH]c(=O)[nH]c2c1 | -1.2% | 2.4% | -11.2% | -6.4% | -17.1% | -1.6% | 0.0% | 13.3 | -0.7% | x
NS(=O)(=O)c1cccc(NC(=O)COC(=O)C2CCCCC2)c1 | 2.2% | -8.0% | -39.7% | -0.4% | -8.3% | 0.5% | -0.2% | 2.3 | 4.0% | 8.3%
Cn1c(CCNC(=O)c2ccccc2)nc2cc(NC(=O)c3ccco3)ccc21 | 28.4% | -6.3% | 7.6% | 2.6% | 50.1% | -9.0% | -0.5% | -2.2 | u | 6.8%
COc1ccc(N2CCN(S(=O)(=O)c3c(C(=O)N4CCOCC4)c(C)n(C)c3C)CC2)cc1 | 0.4% | 5.4% | 9.7% | -18.2% | 5.2% | 0.5% | -1.0% | 1.7 | 2.8% | 9.9%
Cc1ccc2nc(-c3ccc4c(c3)OCCO4)cn2c1 | -14.0% | 7.1% | -13.2% | 8.6% | -97.0%[inhibitor] | -0.6% | -0.4% | 11.0 | u | 6.0%
COc1ccc(-n2c(C)cc(C(=O)CN3CCC(C)CC3)c2C)cc1 | 21.0% | 1.2% | -61.8%[inhibitor] | -1.0% | 53.5% | 2.2% | 0.1% | 1.2 | 1.4% | -1.7%
Cc1nnc(SCCOc2ccccc2)s1 | 13.7% | 3.0% | 18.4% | 0.3% | 84.8% | 1.3% | -0.1% | 10.9 | u | -0.2%
C/C(Cc1ccccc1)=N\NC(=O)c1cc(C(C)(C)C)[nH]n1 | 6.7% | -3.2% | u | 0.8% | 6.7% | -0.9% | 0.5% | -7.9 | 9.7% | 3.3%
Cc1cc(O)ccc1N1C(=O)c2cccc3cc([N+](=O)[O-])cc(c23)C1=O | 8.0% | -5.1% | -8.6% | 3.3% | -21.5% | -1.6% | 0.0% | 1.8 | -11.1% | -1.2%
Cc1cc(C(F)(F)F)nn1CC(=O)NNC(=S)Nc1cccc(Cl)c1 | -1.6% | x | 8.1%[7.66 µM] | -4.4% | 0.7% | -1.3% | 0.0% | 3.1 | -0.8% | -16.6%
CCc1cc[n+](-c2nc3ccccc3nc2C(=C=[N-])C#N)cc1 | 8.5% | -7.4% | -17.4% | -3.6% | -2.5%[1.84 µM] | -4.7% | -0.3% | -0.5 | 16.9% | -2.3%
CC(Oc1ccccc1)C(=O)Nc1cccc(F)c1 (configuration not stated) | -5.8% | -1.4% | 23.0% | u | -2.4% | -6.9% | 0.0% | 10.0 | -1.4% | 4.1%
COc1cccc(C(=O)NNS(=O)(=O)c2ccc(F)cc2)c1 | 1.9% | 11.3% | -6.1% | -2.2% | -4.8% | 2.6% | -0.1% | -3.3 | u | -3.6%
C[C@H](NC(=O)C1CCN(S(=O)(=O)c2ccccc2)CC1)C(=O)NCc1ccc(Cl)c(Cl)c1 | 1.9% | 5.3% | -20.6% | 7.1% | -21.2% | -4.9% | 0.4% | 0.5 | 0.7% | 9.5%
Cc1ccc(-c2nc(=S)c3c(n2CCN2CCOCC2)CC(C)(C)OC3)cc1 | 5.4% | -8.2% | -15.1% | -1.0% | 1.7% | -3.2% | -0.1% | 1.5 | 11.6% | 8.0%
CC(=O)c1ccc(NC(=O)CCCN2C(=O)COc3ccc(C)cc32)cc1 | 5.4% | 2.5% | 6.7% | 2.0% | 0.0% | 1.4% | 0.2% | 10.0 | 2.6% | 17.9%
C/C(CC(=O)NCCc1ccccc1)=N\NC(=O)COc1ccc(Br)cc1 | -2.8% | 3.7% | u | 2.0% | 0.3% | -0.8% | 0.0% | 1.9 | 2.3% | 8.8%
CCC1(c2ccc(Cl)cc2)NC(=O)N(CC(=O)NC2CCCC(C)C2C)C1=O (configuration not stated) | 2.4% | -13.4% | -48.7%[inhibitor] | -1.1% | -14.9% | -4.8% | -0.9% | 0.3 | 6.1% | x
O=C(Nc1ccccc1)Nc1nncs1 | -0.1% | 8.9% | 2.7% | 6.0% | 30.6% | -3.5% | -0.2% | -1.6 | 1.9% | -5.6%
CC(C)CC1NC(=O)N(CCCCN2C(=O)c3ccccc3C2=O)C1=O (configuration not stated) | 1.0% | 1.2% | -31.5% | 3.8% | 0.1% | -4.1% | -0.2% | -0.4 | -6.9% | 0.6%
Cc1ccc(-c2ccc(SCC(=O)NC3CCCC3)nn2)cc1 | 10.9% | -0.4% | 17.7% | -0.7% | 27.2% | x | -0.3% | 15.8 | 22.3% | 2.4%
CCOc1ccc(C(=O)NC2CCN(C(=S)Nc3ccccc3C)CC2)cc1 | 11.8% | -1.7% | 6.8% | 2.8% | -1.4% | -0.2% | 0.0% | -0.2 | u | 0.3%
CN(C(=O)c1ccncc1)c1nnc(-c2cccnc2)s1 | 11.6% | -2.0% | -11.0% | 2.2% | 7.9% | -6.2% | 0.1% | 0.3 | 0.0% | -5.4%
O=C(Cn1ccc([N+](=O)[O-])n1)Nc1nc2ccccc2s1 | 16.7% | -2.4% | 0.0% | 0.2% | 15.8% | -1.8% | 0.4% | 0.5 | 12.6% | -0.3%
COc1cccc(CN(C(=O)Cn2nnc(-c3ccccc3F)n2)C(C(=O)NC(C)(C)C)c2ccncc2)c1 (configuration not stated) | -2.9% | -2.0% | -6.8% | -4.3% | -32.6% | -10.7% | -0.2% | 1.0 | 16.6% | 5.6%
CCCN(CCO)Cc1cccc(Oc2ccccc2)c1 | 0.4% | 2.9% | -21.6% | -1.3% | 1.0% | -2.3% | 4.7% | 4.1 | 6.5% | -5.0%
COc1ccc(COC(=O)c2ccc3c(=O)n4c(nc3c2)CCC4)cc1F | 1.6% | x | x | 5.7% | x | x | -0.8% | x | -0.3% | 1.7%
S=C1CCSc2ccc(Cl)cc2N1 | -18.8% | -4.5% | 3.2% | 2.8% | -20.8% | -0.1% | -0.3% | 0.9 | 1.7% | -7.7%
CC(C)(C)OC(=O)C[C@H]1C/C=C\C[C@@H](CC(=O)N[C@@H](CO)Cc2ccccc2)C(=O)N2CCC[C@H]2COC1=O | -0.7% | -0.9% | -19.8% | 5.3% | 16.7% | x | 0.4% | x | u | x
Fc1ccc(Br)cc1/C=N/n1cnnc1 | 1.0% | 0.7% | 16.9% | 17.1% | 34.4% | -4.2% | 0.5% | -0.6 | 10.9% | -5.6%
O=C(CSc1n[nH]c(-c2ccccc2)n1)c1ccc(O)c(O)c1 | 18.4% | 5.1% | -20.2% | -7.6% | 11.7% | -7.6% | -0.6% | 2.1 | -4.7% | 0.3%

Source: PubChem (National Center for Advancing Translational Sciences (NCATS))
